Screens deposited in PubChem BioAssay by several laboratories.
P. falciparum M1AAP: P. falciparum M1AAP inhibitors, biochemical, fluorogenic H-Leu-NHMec substrate, 1536-well (AID 1445); Aminopeptidase N (Plasmodium falciparum (isolate 3D7)); recombinant M1AAP, H-Leu-NHMec fluorogenic kinetic assay; higher % means a stronger effect; inhibition, % at 30 µM, or IC50 in µM where a hit was titrated; 220,000 compounds, 0.42% hits;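 active = primary inhibition above the hit cutoff, then over 50% inhibition at one or more dose response concentrations, cut at about 23% in these data, passing the limit was not always enough; inconclusive = conflicting primary data, or primary hits not chosen for dose response; inactive = low primary inhibition, or under 50% at every dose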;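 note: plate controls were DMSO full reaction for no effect and no enzyme background for full effect; strong numbers were not always called active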
CSM14.1 death rescue: rescue of cells from ER stress-induced death, primary screen, 384-well, CSM14.1, thapsigargin, ATP luminescence (AID 1222). CSM14.1 thapsigargin-induced death rescue, ATP luminescence; higher % means a stronger effect. one-dose cellular ATP content (survival), % at 20 µM; EC50 in µM for titrated hits. 190,000 tested, under 10 active;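 active = EC50 below 50 µM in the dose-response confirmation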;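 note: death triggered by thapsigargin at about 15 µM added after 2 h compound pretreatment; cell ATP read after overnight thapsigargin exposure of roughly 18 to 22 hours; normalized against plate controls of thapsigargin alone and 5% DMSO vehicle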
TNAP activators: human TNAP enzyme activators, primary screen, biochemical, luminescent, no phosphate acceptor, uHTS (AID 1001). purified TNAP, luminescent activation assay, no phosphate acceptor; higher activation fold means a stronger effect. activation fold at 20 µM; hits with a dose series show EC50 in µM. 200,000 compounds, 0.03% hits; in the data active = activation fold from about 3, or a potency from the dose series; inactive = the rest, 99 in 100 with activation fold below about 1.6; note: many of its hits are not listed in these tables
M17LAP inhibition: P. falciparum M17LAP inhibitors, primary screen, biochemical, fluorogenic H-Leu-NHMec substrate, 1536-well (AID 1619); recombinant M17LAP, H-Leu-NHMec fluorogenic kinetic assay; higher % means a stronger effect; inhibition, % at 30 µM, or IC50 in µM where a hit was titrated; Leucine aminopeptidase (Plasmodium falciparum (isolate 3D7)); 220,000 compounds, 0.38% hits;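 active = compound inhibiting the enzyme by more than half at any dose during confirmatory dose-response retesting; inconclusive = strong single-dose inhibitors picked by rank but not retested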;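 note: plate controls were full reaction with DMSO carrier for no effect and no enzyme background for full effect; strong numbers were not always called active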
LYP phosphatase: inhibitors of LYP phosphatase, biochemical, fluorescence intensity, uHTS (AID 1779). inhibition, % at 11.5 µM, or IC50 in µM where a hit was titrated. Tyrosine-protein phosphatase non-receptor type 22 (Homo sapiens). recombinant LYP phosphatase, fluorescence intensity; higher % means a stronger effect. 290,000 compounds, 0.054% hits;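 note: plate controls were vehicle with enzyme for no effect and no enzyme for full effect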
Myeloid diff MLP: induction of myeloid progenitor differentiation, primary screen, cell-based, flow cytometry, MLPCN library | ER-HoxA9 myeloid progenitors, lysozyme-GFP differentiation | calls only at 10 µM | 360,000 compounds, 1% hits | AID 624256, 2012;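 active = normalized GFP-positive differentiation at or above the plate's own cutoff, the solvent-only control mean plus 3 SD; inconclusive = no clear call, values can overlap the other calls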;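 note: cells exposed to compound for four days before flow analysis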
XIAP antagonists: XIAP antagonists, biochemical, IAP family, fluorescence polarization (AID 1018). 200,000 compounds, 0.007% hits. displacement, % at 20 µM; hits with a dose series show IC50 in µM. XIAP BIR domain, fluorescence polarization peptide displacement; higher % means a stronger effect. E3 ubiquitin-protein ligase XIAP (Homo sapiens); in the data active = displacement above about 50%; note: a part of the inactive calls stands beside numbers as strong as those of hits
human PMI inhibitors: human PMI inhibitors, high substrate, primary screen, biochemical, fluorescence intensity, high mannose 6-phosphate (AID 1220). Mannose-6-phosphate isomerase (Homo sapiens). recombinant PMI enzyme, coupled fluorescence intensity; higher % means a stronger effect. one-dose inhibition, % at 20 µM; IC50 in µM for titrated hits. 190,000 compounds, 0.66% hits
human PMI inhibition: inhibitors of human PMI, primary screen, biochemical, fluorescence intensity, coupled assay (AID 1209); 190,000 compounds, 0.42% hits; inhibition, % at 20 µM, or IC50 in µM where a hit was titrated; purified PMI enzyme, coupled fluorescence intensity; higher % means a stronger effect;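 note: plate controls were DMSO vehicle for no effect and wells lacking substrate for full effect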
Myeloid diff MLP GFP+ MAC1+ %: further read-out of Myeloid diff MLP, marked with its call; GFP+ MAC1+ double positive, %; measured here: differentiation confirmed by MAC1 staining
* marks the source's active call; other numbers are inactive results; i = inactive; ? = inconclusive; nt = no result given; + = active, no number. Cut-off read from the data, not from the text of the source, unless noted: active = inhibition above about 50%; inactive = the rest.

SMILES	P. falciparum M1AAP	CSM14.1 death rescue	TNAP activators	M17LAP inhibition	LYP phosphatase	Myeloid diff MLP	Myeloid diff MLP GFP+ MAC1+ %	XIAP antagonists	human PMI inhibitors	human PMI inhibition
Clc1ccc(OCc2nn3c(C4CCCCC4)nnc3s2)cc1	5%	-2.4%	1.1	6%	-2%	i	0.8	-1.8%	6%	11%
COc1cc(S(=O)(=O)N2CCC(O)(c3cccc(C(F)(F)F)c3)CC2)ccc1-n1cnnn1	10%	nt	1	0%	-1%	i	5.3	-5.2%	9%	10%
O=C(Nc1c(F)cc(F)cc1Br)c1cccnc1	12%	-3.0%	1.1	-1%	3%	i	0.8	-1.8%	5%	11%
CCOC(=O)/C(C#N)=C/c1cn(CCC(=O)O)nc1-c1ccccc1	4%	-1.6%	1.1	30%	-5%	i	0.8	-0.6%	-5%	0%
CCN(CC)S(=O)(=O)c1ccc(OC)c(N)c1	-1%	-1.8%	1	-6%	5%	i	0.1	-3.5%	-5%	-5%
CC(C)(C)OC(=O)N/N=C\c1ccc[nH]1	0%	-2.6%	0.9	5%	2%	i	0.3	-5.8%	22%	-24%
CCC1Oc2ccccc2N(CC(=O)NCCN2C(C)CCCC2C)C1=O (stereo not drawn)	1%	-1.4%	1.1	1%	-11%	i	1.8	-3.3%	0%	8%
Cc1ccnc(NC(=O)c2cccc(NC(=O)Cc3ccccc3)c2)c1	-2%	0.4%	1.1	0%	0%	i	0.2	-6.1%	-2%	2%
Cc1ccc(Oc2ccc(OCC(=O)NC(C)C(=O)O)cc2)cc1 (stereo not drawn)	12%	1.5%	1.2	6%	-10%	i	7.8	-1.5%	1%	-2%
Cn1c(Cn2c(=O)sc3ccccc32)nnc1SCc1ccc(F)cc1	-3%	-0.1%	1.1	3%	-7%	i	0.6	0.0%	2%	4%
Cc1ccc(C(=O)CN(C(=O)c2ccc(Cl)cc2)N2C(=O)CCC2=O)cc1	-1%	-0.6%	1.1	-1%	-3%	i	0.9	-3.3%	-1%	0%
O=S(=O)(NCc1cccnc1)c1cccn1-c1ncc(C(F)(F)F)cc1Cl	-3%	1.1%	1.1	2%	-8%	i	0.1	-6.6%	2%	-1%
CC(=O)Nc1nc2ccc(C(=O)NCCOC(=O)C3CCCCC3)cc2s1	nt	-1.8%	1.1	nt	-8%	i	0.1	-1.6%	9%	15%
CC1CN(C(=O)CSc2nc(-c3ccccc3)cs2)CC(C)O1 (stereo not drawn)	3%	1.5%	1.1	-4%	-5%	i	1.2	-7.1%	-1%	4%
COc1ccc(CNS(=O)(=O)NCc2ccc(OC)c(OC)c2)cc1OC	1%	0.6%	1	9%	1%	i	0.2	-12%	19%	4%
CCOc1ccc(S(=O)(=O)N(CC(=O)NC2CCCCC2C)Cc2ccco2)cc1 (stereo not drawn)	-2%	-6.7%	1	4%	7%	i	1.5	-4.5%	3%	-8%
COC(=O)c1c(NC(=O)CCCC(=O)O)sc2c1CCC2	6%	2.9%	1.1	29%	-2%	i	8.4	-13%	-2%	3%
O=C(NC1CCCC1)C(c1ccncc1)N(Cc1ccccc1)C(=O)c1ccc(-c2ccccc2)[nH]1 (stereo not drawn)	2%	-2.4%	1.1	18%	4%	i	0.5	-8.2%	4%	21%
O=C(NCc1ccc(F)cc1)C1(c2cccs2)CCOCC1	5%	2.1%	1.2	6%	-3%	i	0.9	-2.7%	-4%	5%
CC(C)(C)C(=O)[C@@H]1[C@@H]2C(=O)N(Cc3ccccc3)C(=O)[C@@H]2[C@H]2c3ccccc3C=CN12	7%	1.2%	1.2	1%	-6%	nt	nt	-2.5%	-64%	-45%
Cc1nc(C(=O)NCCC(C)C)sc1C1(C)CC(c2cccc([N+](=O)[O-])c2)=NO1 (stereo not drawn)	2%	nt	nt	7%	-1%	i	0.8	nt	nt	nt
O=C(c1cccc(C(F)(F)F)c1)N(c1ccccn1)C1CCCCC1	1%	0.1%	1.1	-4%	-6%	i	0.1	-5.6%	7%	11%
Cc1cccc(-n2c(Cc3ccccc3)nnc2SCc2ccc([N+](=O)[O-])cc2)c1	1%	2.3%	1.1	-14%	4%	i	0.6	-1.9%	14%	20%
CCn1nc([N+](=O)[O-])c(C(C#N)c2nc3ccccc3n2C)c(Cl)c1=O (stereo not drawn)	16%	-2.0%	0.8	21%	0%	i	0.1	0.6%	2%	-5%
Cc1ccc2nc(/C(C#N)=C\c3ccc(OC(=O)c4cccs4)cc3)[nH]c2c1	6%	4.3%	0.9	0%	0%	i	13	-4.1%	15%	7%
Cc1cc(C)cc(-n2nnnc2SCC(=O)Nc2nc(-c3ccc(Cl)cc3)cs2)c1	3%	2.6%	1.1	4%	0%	i	4.2	-18%	6%	4%
O=C(C1CCCN(S(=O)(=O)c2cccc3cccnc23)C1)N1CCN(c2ccc(F)cc2)CC1 (stereo not drawn)	2%	1.8%	1.1	-1%	-3%	i	1.5	-3.8%	12%	10%
Cc1ccc(C)c(NC(=S)NCCCN2CCOCC2)c1	-2%	nt	1	-5%	-2%	i	0.3	-4.7%	-4%	-7%
CC1(C)Oc2ccc3ccc(=O)oc3c2/C(=C/N)C1=O	8%	-0.6%	1.1	15%	0%	i	0.6	-15%	-78%	-27%
O=S1(=O)CCC(NC(=S)SCCOc2ccccc2)C1 (stereo not drawn)	-1%	-3.5%	0.5	-1%	-6%	i	1.0	-5.4%	4%	9%
O=C1OC(OC2CCCCC2)(c2ccccc2)c2ccccc21 (stereo not drawn)	5%	1.3%	1.1	-8%	6%	i	1.1	-1.5%	3%	5%
CC1CN(c2nn3c(=O)c4ccccc4nc3c3ccccc23)CC(C)O1 (stereo not drawn)	4%	-3.0%	1	-5%	5%	i	0.8	6.5%	22%	19%
CS(=O)(=O)N1CCCC(C(=O)NC2CCCCCCC2)C1 (stereo not drawn)	-16%	-3.2%	1.1	6%	2%	i	1.8	-3.6%	15%	17%
CC(C)Cc1cc(C(=O)NCCCN2CCOCC2)no1	0%	-0.3%	1.1	-4%	-5%	i	2.2	-2.3%	-1%	-2%
Brc1ccc(CSc2nnc(-c3cccnc3)o2)cc1	11%	-0.6%	1.1	18%	-4%	i	0.0	-5.1%	0%	3%
Cc1c(C(C)NC(=O)Nc2ccc(F)cc2F)cnn1C (stereo not drawn)	-5%	-2.4%	1.1	3%	-4%	i	1.1	-2.2%	-2%	0%
CCCOP(=O)(OCCC)C(Nc1ccc(C(=O)O)cc1)c1ccccc1 (stereo not drawn)	3%	-2.7%	1	0%	-7%	i	1.1	-3.3%	7%	0%
CCSc1nnc(NC(=O)c2cccnc2Cl)s1	-2%	-1.5%	1.1	15%	-6%	i	0.7	-3.1%	-15%	-15%
Cc1ccc(NC(=O)CCC(=O)NNC(=O)COc2ccccc2)c(C)c1	-1%	-1.3%	1	12%	-7%	i	0.0	-1.6%	-2%	-1%
Cc1cccc(OCC(=O)NNC(=O)c2cccs2)c1	2%	-0.2%	1.2	1%	-5%	i	0.2	-3.8%	-5%	-4%
Cn1c(=O)[nH]c(=O)c2c1nc(SCCO)n2CC(O)COc1ccccc1 (stereo not drawn)	-4%	-1.2%	1.1	-15%	-7%	i	0.3	-9.3%	3%	2%
Nc1ccccc1Nc1cc(-c2cccc(Cl)c2)nn1-c1ccccc1	2%	15%	1	-8%	6%	i	1.1	-0.8%	10%	20%
COc1ccccc1-c1c(NC(=O)c2ccco2)n(-c2ccccc2)nc(C)c1=O	4%	-1.0%	1.1	18%	-4%	nt	nt	-4.8%	11%	2%
CCOC(=O)c1c(C)[nH]c(C(=O)COC(=O)c2ccc(F)c(S(=O)(=O)N3CCOCC3)c2)c1C	-4%	nt	1.1	0%	3%	+	3.9*	-3.4%	2%	8%
Cc1cc(/C=C/C(=O)O)c(C)n1-c1ccc(Cl)cc1	6%	-0.1%	1	36%	2%	i	0.8	-4.3%	-4%	2%
CC(C)CC(=O)Nc1ccc(-c2nc3ccccc3c(=O)o2)cc1	2%	-7.8%	1	34%	-2%	i	0.4	-8.5%	-15%	-27%
Cc1cccc(NC(=O)CCNC(=O)c2ccco2)c1	-3%	0.1%	1	0%	-10%	i	0.4	-8.1%	-9%	-7%
O=C1c2ccccc2C(=O)N1Cc1cccnc1	1%	1.0%	1.1	19%	-7%	i	0.3	-7.3%	nt	nt
O=C1C(=O)N(Cc2cccc([N+](=O)[O-])c2)c2ccccc21	1%	5.2%	1	-9%	-14%	?	nt	-3.7%	12%	-4%
COc1ccccc1CNC(=O)C1CCCN(S(=O)(=O)c2c(C)[nH]c(=O)[nH]c2=O)C1 (stereo not drawn)	9%	-1.8%	1.1	7%	-8%	i	0.4	-4.5%	4%	7%

Some entries already given with just TNAP activators, human PMI inhibition and human PMI inhibitors.
mol	TNAP activators	human PMI inhibition	human PMI inhibitors
COc1ccccc1-c1c(NC(=O)c2ccco2)n(-c2ccccc2)nc(C)c1=O	1.1	2%	11%
O=C1c2ccccc2C(=O)N1Cc1cccnc1	1.1	nt	nt

(list continues)
SMILES	P. falciparum M1AAP	CSM14.1 death rescue	TNAP activators	M17LAP inhibition	LYP phosphatase	Myeloid diff MLP	Myeloid diff MLP GFP+ MAC1+ %	XIAP antagonists	human PMI inhibitors	human PMI inhibition
Cc1ccc(C)c(NC(=S)N(Cc2ccc(Cl)cc2)Cc2ccc(C(=O)O)cc2)c1	-1%	-6.3%	1	-1%	-1%	i	0.6	-6.4%	-4%	-4%
O=C(CCN1C(=O)c2ccccc2S1(=O)=O)Nc1ccc2c(c1)OCCO2	0%	3.2%	1	-2%	-7%	i	14	-10%	-12%	-6%
COc1ccccc1N(CC(O)Cn1nc(C)cc1C)S(=O)(=O)c1ccccc1 (stereo not drawn)	-3%	0.7%	1.1	-5%	-10%	i	0.3	-1.3%	-7%	-4%
Oc1ccc(N=Nc2ccc(Br)cc2)c(O)c1	2%	nt	nt	1%	3%	i	0.7	nt	nt	nt
c1ccc(C2C/C(=N\N3CCOCC3)c3ccccc3O2)cc1 (stereo not drawn)	1%	0.2%	1.1	-3%	-4%	i	0.5	-3.3%	-3%	-6%
